Bioassay records from PubChem.
Yfh1-depleted yeast = mitochondrial function rescue without frataxin homolog – Friedreich's ataxia, plus single-dose screen, dose response (AID 1465); S. cerevisiae Yfh1-off respiration, WST-1 reduction, 72 h; higher fold induction means a stronger effect; hit rate 0.074% among 220,000; fold induction at 50 µM; hits with a dose series show EC50 in µM;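 active means fold induction of absorbance versus untreated yeast above a set limit, then at least 30% activation at any dose in follow-up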;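 further: activators that raise dye reduction in frataxin-depleted yeast; strong numbers were not always called active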
WT yeast gro inh = growth inhibition of WT yeast, mitochondrial fusion screen; inhibition, % at 10 µM; mitochondrial fusion phenotypic screen, WT strain; AID 1362; hit rate 2.1% among 190,000; in the data active means inhibition above about 58%; tested in S. cerevisiae
bCat nuc transl = alters nuclear translocation of beta-catenin in HeLa cells | immunofluorescence imaging | nuclear translocation activity, % at 5 µM | hit rate 0.3% among 190,000;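 active means nuclear translocation activity above 50% at 5 µM, with a well cell count of 50 or more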;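 further: per-cell ratio of nuclear to cytoplasmic median beta-catenin stain intensity; plate controls were DMSO negative control for no effect and GSK-3 inhibitor IX positive control for full effect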
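Test system: human HeLa cells, endogenous beta-catenin. Times: 24 h compound exposure, 37°C. Measured by: beta-catenin immunofluorescence imaging with DAPI.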
Dynein cargo inh = dynein cargo transport inhibition; 3617.4 mouse cells, GR-EGFP nuclear translocation imaging; test concentration mostly 20 µM; stimulated with dexamethasone, 1 µM; hits give low values; AID 1381; z-score, hits read low; hit rate 0.47% among 220,000;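 active means plate z-score of nuclear minus cytoplasmic receptor signal below a set negative limit, without overly bright fluorescence or cell loss, cut at about -3.5 in these data, passing the limit was not always enough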;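 further: z-score of nuclear minus cytoplasmic ring GR-EGFP intensity difference per well; some compounds called inactive have numbers as strong as hits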
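medium = tetracycline-free induction medium containing charcoal-stripped FBS | probe or stimulus = dexamethasone, 1.0 µM final | timing = 48 h induction, then 1 h compound, then 30 min agonist, 37 °C | detection = automated 10x imaging of fixed Hoechst-stained cells | read-out basis = nuclear versus cytoplasmic GR-EGFP signal, averaged per well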
MT stabilizer = microtubule stabilization, imaging screen; hit rate 0.83% among 200,000; % tubulin-high responders, % at 10 µM; HeLa tubulin immunostaining HCS, 24 h; share of cells brighter than vehicle mean+2SD;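 active means plate Z-score above 3 for both tubulin-high and condensed-nucleus cell shares, with cell loss under 80%, at 10 µM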;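 further: anti alpha tubulin signal scored within the nucleus-defined area of each cell; some results filed as inactive read as strong as hits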
Autophagy mod = modulators of autophagy | MEF GFP-LC3 puncta imaging; test concentration mostly 10 µM | calls only at 10 µM (by protocol) | hit rate 0.98% among 190,000 | AID 463193;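 active means percentage of spot-positive cells more than 3 SD above its plate mean, without a fluorescence outlier flag or 80% toxicity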;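 further: spot-positive cell cutoff set from DMSO-treated cells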
P. falciparum M17LAP = P. falciparum M17LAP inhibitors, primary screen, biochemical, fluorogenic H-Leu-NHMec substrate, 1536-well (AID 1619); hit rate 0.38% among 220,000; recombinant M17LAP, H-Leu-NHMec fluorogenic kinetic assay; higher % means a stronger effect; inhibition, % at 30 µM, or IC50 in µM where a hit was titrated;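 active means compound inhibiting the enzyme by more than half at any dose during confirmatory dose-response retesting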;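 further: plate controls were full reaction with DMSO carrier for no effect and no enzyme background for full effect; strong numbers were not always called active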
T cell modulator = T cell immune modulation candidate | 2C CD8+ T cell-vesicle binding, flow cytometry; hits give low values | calls only at 7 µM | hit rate 0.068% among 330,000 | AID 2052;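 active means response, share of CD8 T cells binding vesicles, and their 90th percentile fluorescence all below set limits, cut at about 80% in these data, passing the limit was not always enough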
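Material: 2C TCR transgenic mouse naive CD8+ T cells, MACS-purified. Also added: QL9-charged Drosophila Ld/ICAM-1/B7-1 vesicles. Timing: binding 1.5 h at 37 °C. Measured by: high-throughput flow cytometry with anti-B7-1 and anti-CD8 staining. Read-out: percent CD8+ FL2 mean versus row control. Controls: Unloaded micro-vesicles (low), QL9 vesicles with 0.7% DMSO (high).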
M1AAP inhibition = malaria alanyl aminopeptidase activity blockers – biochemical, fluorogenic H-Leu-NHMec substrate, 1536-well (AID 1445). recombinant M1AAP, H-Leu-NHMec fluorogenic kinetic assay; higher % means a stronger effect. inhibition, % at 30 µM, or IC50 in µM where a hit was titrated. hit rate 0.42% among 220,000;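 active means primary inhibition above the hit cutoff, then over 50% inhibition at one or more dose response concentrations, cut at about 23% in these data, passing the limit was not always enough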;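 further: plate controls were DMSO full reaction for no effect and no enzyme background for full effect; strong numbers were not always called active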
WT yeast gro inh mutant strain = second read-out of WT yeast gro inh, no call of its own (marks repeat the call); inhibition, %; mitochondrial fusion phenotypic screen, mutant strain inhibition
Dynein cargo inh cytoplasmic EGFP = recorded beside Dynein cargo inh, whose call it bears; z-score; measured here: cytoplasmic GR-EGFP intensity; hits give high values
Dynein cargo inh nuclear GR-EGFP = recorded beside Dynein cargo inh, whose call it bears; z-score; measured here: nuclear GR-EGFP intensity;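 lower value marks the stronger effect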
Dynein cargo inh cell count = second read-out of Dynein cargo inh, no call of its own (marks repeat the call); z-score; measured here: cell count per field
bCat nuc transl cell count 5 µM = second read-out of bCat nuc transl, no call of its own (marks repeat the call); cell count; measured here: cell count, cytotoxicity flag
T cell modulator vesicle-bound % = recorded beside T cell modulator, whose call it bears; double positive events, %; measured here: CD8+ vesicle-bound cell fraction;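 binding gate set so that unloaded-vesicle control wells show 10% double positive cells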
MT stabilizer Hoechst-high % = further read-out of MT stabilizer, marked with its call; % Hoechst-high responders; measured here: nuclear condensation Hoechst responders;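 share of cells brighter than vehicle mean plus two SD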
MT stabilizer cytotoxicity % = also measured in MT stabilizer; calls as there; toxicity, %; measured here: cytotoxicity by cell density;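 0% = mean cell density of plate MIN control wells and 100% = no cells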
Autophagy mod cell loss 18 h = also measured in Autophagy mod; calls as there; toxicity, %; measured here: cell loss, nuclei count;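 cell loss after 18 h compound exposure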
* = called active by the depositor; i = inactive; · = no result given.

The opening 3 records as a preview:
SMILES | Yfh1-depleted yeast | WT yeast gro inh | WT yeast gro inh mutant strain | bCat nuc transl | bCat nuc transl cell count 5 µM | Dynein cargo inh | Dynein cargo inh cytoplasmic EGFP | Dynein cargo inh nuclear GR-EGFP | Dynein cargo inh cell count | MT stabilizer | MT stabilizer Hoechst-high % | MT stabilizer cytotoxicity % | Autophagy mod | Autophagy mod cell loss 18 h | P. falciparum M17LAP | T cell modulator | T cell modulator vesicle-bound % | M1AAP inhibition
CCOc1ccc(Nc2c3c(nc4ncnn24)CC(C)CC3)cc1 (stereo unspecified) | i | 13 | 12 | -5.4 | 1074 | -0.81 | -0.32 | -0.2 | 0.32 | 3.2 | 3.8 | 4.7 | i | -2 | 6% | i | 33 | 1%
CCOC(=O)C(=Nc1ccc(Cl)cc1)NO | i | -15 | -5 | 0.0 | 585 | -0.79 | -0.29 | -0.56 | 0.4 | 2.4 | 2.8 | 4.2 | i | -1 | -2% | i | 36 | 4%
CCCCSc1nc(CCC)cc(=O)[nH]1 | i | 17 | -4 | -1.4 | 1051 | 2.2 | -0.12 | 1.7 | -1.3 | 1.0 | 1.1 | 8.2 | i | -6 | -7% | i | 33 | -3%

The listing, previewed entries included:
SMILES | Yfh1-depleted yeast | WT yeast gro inh | WT yeast gro inh mutant strain | bCat nuc transl | bCat nuc transl cell count 5 µM | Dynein cargo inh | Dynein cargo inh cytoplasmic EGFP | Dynein cargo inh nuclear GR-EGFP | Dynein cargo inh cell count | MT stabilizer | MT stabilizer Hoechst-high % | MT stabilizer cytotoxicity % | Autophagy mod | Autophagy mod cell loss 18 h | P. falciparum M17LAP | T cell modulator | T cell modulator vesicle-bound % | M1AAP inhibition
CCOc1ccc(Nc2c3c(nc4ncnn24)CC(C)CC3)cc1 (stereo unspecified) | i | 13 | 12 | -5.4 | 1074 | -0.81 | -0.32 | -0.2 | 0.32 | 3.2 | 3.8 | 4.7 | i | -2 | 6% | i | 33 | 1%
CCOC(=O)C(=Nc1ccc(Cl)cc1)NO | i | -15 | -5 | 0.0 | 585 | -0.79 | -0.29 | -0.56 | 0.4 | 2.4 | 2.8 | 4.2 | i | -1 | -2% | i | 36 | 4%
CCCCSc1nc(CCC)cc(=O)[nH]1 | i | 17 | -4 | -1.4 | 1051 | 2.2 | -0.12 | 1.7 | -1.3 | 1.0 | 1.1 | 8.2 | i | -6 | -7% | i | 33 | -3%
C=CCSc1nncn1/N=C/c1ccc(OC)cc1 | i | -6 | -2 | -5.1 | 835 | -1.3 | -0.23 | -0.41 | 2.2 | 5.3 | 2.2 | 6.2 | i | -2 | 5% | i | 17 | -4%
CCn1cc(CNC(=O)/C=C/c2ccc([N+](=O)[O-])cc2)cn1 | i | -11 | -2 | -3.5 | 1151 | 0.19 | -0.23 | 0.0057 | -0.45 | 3.8 | 2.1 | 9.4 | i | 12 | 12% | i | 46 | 2%
NC(=O)COc1ccc(-n2cnnn2)cc1 | i | -6 | -9 | -1.1 | 1100 | -0.66 | -0.3 | -0.24 | 0.66 | 3.0 | 3.0 | 4.4 | i | 3 | 7% | i | 33 | 6%
CC(C)(C)C(=O)N1N=C(c2ccc(NS(C)(=O)=O)cc2)CC1c1cccs1 (stereo unspecified) | i | 2 | -1 | 0.9 | 1122 | 0.99 | -0.28 | 0.53 | -0.44 | 8.2 | 3.3 | 8.9 | i | 18 | 0% | i | 49 | 3%
OC(COc1ccc(C2C=CCC2)cc1)CN1CCCCC1 (stereo unspecified) | i | 16 | 27 | -5.0 | 1051 | -0.4 | -0.23 | -0.0067 | 0.96 | 4.1 | 2.4 | 12 | i | -15 | 11% | i | 23 | 9%
COCCCNC(=O)c1ccc(CS(=O)(=O)c2ccc(OC)cc2)o1 | i | 4 | -5 | -0.3 | 1029 | 0.26 | -0.19 | 0.25 | 0.81 | 3.2 | 1.4 | 9.7 | i | 11 | 6% | i | 41 | 2%
c1cc(CN2CCN(C3CCCCCC3)CC2)ccn1 | i | 4 | -6 | 3.0 | 908 | 0.73 | -0.21 | 0.28 | 0.22 | 2.6 | 1.1 | 10 | i | -4 | 14% | i | 1 | -3%
O=C(CSc1ncnc2c1nnn2-c1ccc(F)cc1)NCc1ccco1 | i | -9 | 3 | -2.1 | 1248 | -0.028 | -0.12 | -0.019 | 0.45 | 2.8 | 2.0 | 4.3 | i | -7 | 21% | i | 53 | 1%
CCOc1ccccc1N1CCN(CC(=O)Nc2cc(C)on2)CC1 | i | -6 | -2 | -0.9 | 1082 | 0.6 | -0.37 | -0.13 | -0.15 | 3.1 | 3.4 | 10 | i | 0 | -4% | i | 37 | -2%
CCOC(=O)C1CCN(C(=O)Nc2ccc(C)c(Cl)c2)CC1 | i | · | · | 0.1 | 1324 | -0.54 | -0.19 | 0.046 | 0.18 | · | · | · | · | · | 2% | i | 40 | 7%
CCCCN(CCCC)CCCNC(=O)CC1Oc2ccc(C)cc2NC1=O (stereo unspecified) | i | -16 | 0 | -0.8 | 1038 | 2.5 | -0.2 | 2 | -1.9 | 4.1 | 2.0 | 6.3 | i | 1 | 4% | i | 10 | 12%
CCCC(=O)Nc1cccc(NC(=O)c2ccc(C)c([N+](=O)[O-])c2)c1 | i | -2 | 2 | 0.2 | 1403 | -0.26 | -0.18 | -0.21 | -0.065 | 1.0 | 1.4 | 9.2 | i | -6 | 5% | i | 55 | 13%
CS(=O)(=O)Nc1ccc2c3c(cccc13)CC2 | i | 15 | 1 | -2.3 | 1161 | 0.82 | -0.03 | 1.1 | -1.7 | 4.2 | 3.5 | 1.0 | i | -11 | · | i | 49 | ·
COc1ccc(C2CC(c3cccs3)=NN2C(=O)COC(=O)C2CCCCC2)cc1OC (stereo unspecified) | i | 40 | 9 | 0.7 | 1546 | 0.61 | -0.036 | 0.76 | -0.7 | 2.8 | 1.5 | 16 | i | 9 | 0% | i | 33 | 6%
Cc1ccccc1NS(=O)(=O)c1ccc(OCC(=O)N2CCCC2)cc1 | i | -5 | -10 | -0.1 | 1040 | 0.48 | -0.21 | 0.11 | 0.52 | 2.0 | 1.8 | 4.0 | i | -2 | 7% | i | 47 | 11%
CCOC(=O)N1CCC2(CC1)C(C#N)=C(N)OC1=C2C(=O)CC(C)(C)C1 | i | 0 | -1 | 2.0 | 1191 | -0.035 | -0.26 | -0.89 | 0.24 | 2.4 | 1.7 | 8.8 | i | 2 | -5% | i | 27 | -2%
COc1ccc(CC(=O)NCc2nn(-c3ccccc3)nc2C)cc1OC | i | · | · | -0.1 | 1082 | -0.56 | -0.25 | -0.24 | 0.33 | · | · | · | · | · | 3% | i | 50 | 0%
Nc1nc(SCC(=O)N2CCCCCC2)[nH]c(=O)c1NC(=O)c1ccco1 | i | -8 | 14 | -1.6 | 1141 | -0.69 | -0.24 | -0.094 | 0.25 | 4.8 | 0.9 | 13 | i | 4 | 1% | i | 16 | 2%
Cc1ccc(C(=O)Nc2ccc(SC(F)F)cc2)s1 | i | 12 | 11 | -1.4 | 1097 | -0.13 | -0.32 | 0.21 | 0.27 | 2.5 | 2.8 | 7.6 | i | 2 | -4% | i | 28 | 5%
CC(C)CCOc1ccc(C(=O)C[N+]2(C)CCOCC2)cc1 | i | -15 | -20 | 0.5 | 959 | -0.42 | -0.21 | -0.31 | 1.9 | 5.3 | 2.1 | 9.2 | i | 17 | 6% | i | 37 | 20%
CCNC(=S)Nc1cc(C(=O)N2CCCC2)ccc1N1CCCC1 | i | -7 | -13 | -2.6 | 1060 | 0.89 | -0.3 | 0.23 | -1.4 | 3.8 | 1.4 | 12 | i | -6 | 13% | i | 49 | 7%
COc1ccccc1NC(=O)N1CCCC1C(=O)NCc1ccccc1 (stereo unspecified) | i | 16 | 20 | 0.3 | 1504 | 2.2 | -0.2 | 1.1 | -1.1 | 0.2 | 1.0 | 0.6 | i | 3 | -10% | i | 57 | -3%
COC(=O)CNc1c(-c2ccccn2)nc2ccc(Br)cn12 | i | 14 | 16 | · | · | -0.8 | -0.079 | -0.015 | -0.045 | 1.8 | 2.3 | 20 | i | -1 | 18% | i | 38 | -8%
COc1ccc(N(C(C)=O)C2C=CS(=O)(=O)C2)c(OC)c1 (stereo unspecified) | i | 2 | -10 | -1.6 | 1349 | -0.73 | -0.052 | -0.33 | 0.59 | 6.1 | 3.9 | 7.2 | i | 18 | 1% | i | 33 | 14%
O=P(COCCO)(c1ccccc1)c1ccccc1 | i | 3 | 14 | -2.8 | 1282 | -0.051 | -0.19 | 0.092 | 0.15 | 1.8 | 1.9 | 7.7 | i | 17 | -3% | i | 43 | 0%
O=C(COn1nnc2ccc(S(=O)(=O)N3CCOCC3)cc21)Nc1c(F)c(F)c(F)c(F)c1F | i | 0 | -8 | -4.3 | 1044 | 1.7 | -0.21 | 1.6 | -1.1 | 4.2 | 1.8 | 8.9 | i | 0 | -5% | i | 31 | 2%
COc1ccc(-n2cc(C(=O)c3ccc4ccccc4c3O)cn2)cc1 | i | -3 | 5 | 0.8 | 1143 | 0.15 | 0.3 | 0.14 | -0.97 | 2.8 | 1.3 | 3.8 | i | 7 | -1% | i | 23 | 7%
